CCR6 antagonist – CCR6 receptor antagonists, primary screen, cell-based, CHO-K1, luminescence, beta-arrestin, uHTS. inhibition, % at 20 µM. CHO-K1 CCR6 PathHunter beta-arrestin, CCL20-stimulated. 0.49% of 340,000 active;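 active means compounds whose inhibition of the agonist-driven luminescence signal at 20 µM reaches about 50%, limit read from the data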;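 further: cells stimulated with CCL20 at 14 nM final; plate controls were DMSO with CCL20 for no effect and DMSO without agonist for full effect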
Target sequence (P51684 whole entry, looked up): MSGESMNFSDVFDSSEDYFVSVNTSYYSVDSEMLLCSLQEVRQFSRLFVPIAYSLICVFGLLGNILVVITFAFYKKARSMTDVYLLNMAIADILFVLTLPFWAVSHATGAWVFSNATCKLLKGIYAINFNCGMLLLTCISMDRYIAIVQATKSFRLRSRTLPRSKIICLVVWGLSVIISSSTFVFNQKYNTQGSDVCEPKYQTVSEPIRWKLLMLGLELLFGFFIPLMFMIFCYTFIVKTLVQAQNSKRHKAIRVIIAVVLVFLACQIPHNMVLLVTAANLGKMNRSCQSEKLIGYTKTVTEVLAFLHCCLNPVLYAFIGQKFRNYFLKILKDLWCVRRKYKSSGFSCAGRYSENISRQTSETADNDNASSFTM
Gli-Sufu block – Gli-Sufu pathway antagonists, primary screen, luciferase luminescence, Sufu-KO-LIGHT cells, uHTS; Sufu-KO-LIGHT fibroblasts, Gli luciferase reporter luminescence; inhibition, % at 5 µM; 0.74% of 340,000 active;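 active means inhibition above about 55%, limit read from the data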;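 further: 0% = DMSO-treated cells and 100% = wells with medium but no cells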
697 NFkB inh – inhibitors of PMA/ionomycin-induced NF-kB reporter, 697 cells, primary screen, B-cell NF-kB inhibitor project, cell-based, luminescence, uHTS | 697 B-cell NF-kB luciferase reporter, 16 h | inhibition, % at 4 µM | 0.33% of 330,000 active; in the data active means inhibition above about 35%
SENP8 block – SENP8 protease inhibitors, primary screen, biochemical, luminescence | purified SENP8, Z-RLRGG-aminoluciferin cleavage | 1.2% of 330,000 active | Sentrin-specific protease 8 (Homo sapiens), Q96LD8 | inhibition, % at 10 µM
EBI2 block – EBI2 receptor antagonists, beta-arrestin recruitment, primary screen, cell-based, luminescence, 7a,25-OHC stimulation, uHTS | inhibition, % at 5 µM | 7a,25-OHC stimulated | G-protein coupled receptor 183 (Homo sapiens), P32249 | 0.81% of 360,000 active; in the data active means inhibition above about 38%;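 further: enzyme fragment complementation signal reports receptor beta-arrestin coupling in cells; 0% = agonist plus DMSO wells and 100% = wells without agonist; some results beyond the cut were filed as inactive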
Target sequence (P32249 whole entry, looked up, the tested form may be a part): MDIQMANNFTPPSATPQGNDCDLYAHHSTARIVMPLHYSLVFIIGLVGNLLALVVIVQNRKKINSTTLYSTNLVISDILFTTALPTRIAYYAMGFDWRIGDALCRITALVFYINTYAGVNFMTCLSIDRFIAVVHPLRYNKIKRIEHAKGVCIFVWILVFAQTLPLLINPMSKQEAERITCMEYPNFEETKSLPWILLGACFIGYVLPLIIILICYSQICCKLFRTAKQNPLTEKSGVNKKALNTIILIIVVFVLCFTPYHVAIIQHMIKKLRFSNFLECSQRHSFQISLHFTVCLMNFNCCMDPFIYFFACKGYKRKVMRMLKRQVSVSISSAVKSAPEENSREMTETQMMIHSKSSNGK
Jurkat NFkB inh – inhibitors of induced NF-kB luciferase reporter, primary screen, TCR NF-kB activation inhibitor project, cell-based, luminescence, uHTS. Jurkat, PMA/ionomycin-induced NF-kB luciferase reporter. inhibition, % at 4 µM. 0.53% of 330,000 active. AID 435003, 2010
Apaf1 inhib – inhibitors of human Apaf-1 apoptosome, primary screen, biochemical, DEVD-Rh110 fluorescence, uHTS; reconstituted apoptosome caspase-3 activity; inhibition, % at 20 µM; 0.71% of 330,000 active; AID 489030, 2010; active means inhibition of at least 40% at 20 µM;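 further: plate controls were DMSO wells for no effect and DEVD-CHO caspase inhibitor wells for full effect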
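Medium: Hepes buffer, pH 7.5 / System: biochemical Apaf-1 apoptosome reconstitution / Measured by: Rh110 fluorescence, excitation 480 nm, emission 540 nm / Times: compound with Apaf-1, dATP, procaspase-3 30 min, then 50 min reaction, room temperature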
UBC13 inh – UBC13 polyubiquitin chain formation inhibitors, primary screen, biochemical, TR-FRET, uHTS. Ubiquitin-conjugating enzyme E2 N (Homo sapiens), P61088. inhibition, % at 20 µM. 0.47% of 330,000 active. AID 485273, 2010; in the data active means inhibition above about 45%, passing the limit was not always enough
Target sequence (P61088 whole entry, looked up): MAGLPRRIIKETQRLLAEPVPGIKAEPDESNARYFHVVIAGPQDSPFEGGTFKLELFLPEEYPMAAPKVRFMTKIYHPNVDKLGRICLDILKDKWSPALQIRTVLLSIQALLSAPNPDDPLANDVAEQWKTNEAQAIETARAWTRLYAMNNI
* = called active by the depositor; i = inactive. Unless noted, no stated cut-off is given here; in the data, active means inhibition above about 50%; inactive means the rest.

SMILES	CCR6 antagonist	Gli-Sufu block	697 NFkB inh	SENP8 block	EBI2 block	Jurkat NFkB inh	Apaf1 inhib	UBC13 inh
O=C(CSc1nnc(-c2cccnc2)o1)Nc1ccccc1Br	4	5	-16	5	-9	-9	3	1
CCOC(=O)Cn1c(=O)n(Cc2ccccc2)c(=O)c2cccnc21	33	-3	-26	-10	13	-19	2	-3
Cc1ccc(C(=O)NCCOC23CC4CC(CC(C4)C2)C3)cc1	11	-20	-17	3	-1	-5	1	-7
COc1cc2cc(CCCOC(=O)c3ccc(F)cc3)oc(=O)c2cc1OC	6	26	-9	1	2	-8	5	-1
Cc1cc(C)nc(N2CCC(C(=O)NNC(=O)c3ccccc3)CC2)n1	10	-11	8	-5	-5	1	2	0
Brc1ccc(Nc2c3c(nc4ncnn24)CCC3)cc1	3	6	18	-4	2	-4	-17	1
CCOc1ccc(NC(=O)C2CCCN(S(=O)(=O)c3ccc4c(c3)CC(C)N4C(C)=O)C2)cc1 (stereo not drawn)	21	11	16	-14	12	4	6	10
CCN(CC)c1nc(N(CC)CC)[nH]c(=O)n1	-12	-1	4	2	0	3	-2	8
O=C(Nc1cc(C(F)(F)F)ccc1Cl)C(NCc1ccccc1)c1ccccc1 (stereo not drawn)	27	4	8	-1	18	23	10	1
CCCCNc1nc2cccnc2s1	17	-16	-46	6	-15	-32	-10	-8
COc1cccc(NC(=S)NN=C2CCCCCC2)c1	14	-34	-66	-15	-6	-52	6	-17
O=C(OCC(=O)N(Cc1ccccc1)Cc1ccccc1)c1ccccc1O	13	-1	14	6	12	8	9	4
COc1cc(/C=C(\C#N)C(=O)Nc2ccccc2C(=O)O)cc(Cl)c1OC	3	-16	3	-1	10	1	1	-11
COc1cc2cc(CN(CCCN3CCOCC3)Cc3nnnn3Cc3ccccc3)c(=O)[nH]c2cc1OC	1	4	7	-1	-8	11	-3	-6
Cc1cc(/C=N/NC(=O)c2cccs2)c(C)n1-c1ccccc1	-3	-4	i	44	14	-196	19	-1
Cc1ccc(SCC2=NNC(=O)C2)cc1	1	0	6	8	-1	-3	37	3
C[C@H](CO)N1C[C@H](C)[C@@H](CN(C)S(=O)(=O)c2ccccc2)Oc2c(NS(=O)(=O)c3ccccc3)cccc2C1=O	-5	-18	-21	-2	-13	8	23	-12
CCOc1ccc(-c2cc(C(=O)NCCCN3CCN(CC)CC3)c3ccccc3n2)cc1	0	-1	5	-5	5	-6	4	23
CCCCc1nc(S(=O)(=O)c2ccc(Cl)cc2)c(N2CCOCC2)o1	14	-4	-24	-5	-4	-7	-4	-10
COC(=O)c1ccc(CN(c2ccccc2OC)S(=O)(=O)c2cccs2)o1	15	4	0	-3	7	0	8	3
CCOC(=O)C1(Cc2ccccc2)CCCN(S(=O)(=O)N(C)C)C1 (stereo not drawn)	21	-2	1	0	2	7	1	8
Cc1cc(Cl)ccc1NC(=O)C1CCCN1C(=O)c1cccs1 (stereo not drawn)	3	-5	-11	-2	-2	-10	4	-2
CCn1c(CC(=O)Nc2ccc(Cl)c(Cl)c2)nnc1SCc1ccc(Cl)cc1	-5	-1	-16	-6	-11	-7	6	-10
COc1cc2c(cc1OC)CN(c1ccc(F)cc1[N+](=O)[O-])CC2	4	-1	-71	-2	6	-56	8	-13
CCCn1c(SCC(=O)Nc2nc3ccccc3s2)nc2c1c(=O)n(C)c(=O)n2C	-12	12	-23	3	5	-4	-3	4
CN(C(=O)c1coc(=O)c2ccccc12)c1ccc(F)cc1	-6	7	-4	-7	-4	-1	9	-10
COC(=O)c1ccc(-n2c(C)cc(/C=N/Nc3nc(C)cc(=O)[nH]3)c2C)cc1	5	3	7	1	17	16	-10	3
O=C(NCC(O)c1ccccc1)c1ccc(Cl)c(S(=O)(=O)N2CCCC2)c1 (stereo not drawn)	13	-17	-32	-7	-8	-19	3	1
O=C(c1cc(-c2ccncc2)nc2ccc(Br)cc12)N1CCN(Cc2ccc3c(c2)OCO3)CC1	-7	3	15	-14	-14	3	20	-12
C=CCN1N=C(c2ccc(Cl)s2)CSC1=O	1	-4	7	-7	16	-5	-2	4
CN(C)S(=O)(=O)c1ccc(N2C(=O)CC2(/C=C/c2ccccc2)C(=O)NC2CCCC2)cc1 (stereo not drawn)	16	10	-9	-5	13	6	5	-2
CC(C)CN(C(=O)CN(C)C(=O)Cc1ccc(Cl)cc1)c1c(N)n(CC(C)C)c(=O)[nH]c1=O	-7	-1	0	0	-18	18	5	1
CC(C)c1ccc(/C=C/C(=O)NNC(=O)c2cccnc2)cc1	6	-16	6	-1	4	13	-4	4
CC(=O)N1CCc2c(sc(NC(=O)Cc3ccccc3)c2C(N)=O)C1	-9	4	4	-8	1	-19	26	-19
CC(C)(Oc1ccc(CCNC(=O)c2ccc(-c3ccc(Cl)cc3)o2)cc1)C(=O)O	6	2	4	9	4	2	4	-4
Cc1noc(C)c1C(c1ccccc1)c1ccccc1	14	0	15	-12	15	-7	-6	0
CCC(=O)c1cn(/C(=C\C(=O)OC(C)(C)C)CCC(OC)OC)cc1CC	7	8	8	1	3	6	5	5
CCOc1ccc(CN2CCN(Cc3c(C)nn(CC)c3C)CC2CCO)cc1 (stereo not drawn)	1	-5	-22	-6	-4	-4	1	-9
C=CCC(=O)N1CCCC(CNC(=O)c2ccc(-c3ccccc3)cc2)C1 (stereo not drawn)	10	-5	13	1	11	3	-27	0
CN1CCN(c2ccc([N+](=O)[O-])cc2NC(=O)c2ccccc2Cl)CC1	5	1	-3	-16	0	-8	-14	-13
Cc1cc(-c2csc(N)n2)c(C)n1C	2	16	12	6	-12	-20	24	28
CCN(C(=O)CSc1nnc(CNc2cccc(OC)c2)n1C1CCCCC1)C1CCS(=O)(=O)C1 (stereo not drawn)	9	-7	13	-6	-4	-12	15	8
COc1ccc(S(=O)(=O)N(C)C)cc1NC(=O)c1ccc2c(c1)NC(=O)C(C)S2 (stereo not drawn)	-2	-6	18	-4	-9	-1	23	8
CCOC(=O)c1cc2c(ccc3ccccc32)oc1=O	2	-1	-1	-7	-11	4	-5	11
O=C(NCc1ccccn1)c1ccc(CNS(=O)(=O)c2cccc(C(F)(F)F)c2)cc1	7	-2	5	5	0	3	-1	3

Results in EBI2 block, SENP8 block and 697 NFkB inh (5 entries from above):
SMILES,EBI2 block,SENP8 block,697 NFkB inh
CCOC(=O)c1cc2c(ccc3ccccc32)oc1=O,-11,-7,-1
O=C(NCc1ccccn1)c1ccc(CNS(=O)(=O)c2cccc(C(F)(F)F)c2)cc1,0,5,5
CC(C)(Oc1ccc(CCNC(=O)c2ccc(-c3ccc(Cl)cc3)o2)cc1)C(=O)O,4,9,4
CCN(C(=O)CSc1nnc(CNc2cccc(OC)c2)n1C1CCCCC1)C1CCS(=O)(=O)C1 (stereo not drawn),-4,-6,13
CCC(=O)c1cn(/C(=C\C(=O)OC(C)(C)C)CCC(OC)OC)cc1CC,3,1,8

New compounds follow
SMILES	CCR6 antagonist	Gli-Sufu block	697 NFkB inh	SENP8 block	EBI2 block	Jurkat NFkB inh	Apaf1 inhib	UBC13 inh
O=C1NC2=C(C(=O)c3ccccc32)C(c2ccccc2)N1 (stereo not drawn)	4	5	27	9	-9	14	-9	-27
S=C1NCCc2ccccc2C1c1ccccc1Cl (stereo not drawn)	52*	7	14	-2	9	1	3	5
C/C(CC(=O)Nc1c(C)cc(C)cc1C)=N\NC(=O)c1cnccn1	7	-6	-24	-1	-6	-9	8	-8
COc1ccc(OCc2nc3ccccc3[nH]2)cc1	5	-82	-98	72*	3	-112	-9	1
CC1CCc2c(sc3nc(SCC(=O)NCc4ccco4)nc(N)c23)C1 (stereo not drawn)	9	-3	-23	-5	9	-18	10	0
CC1CCc2c(sc3ncn(CC(=O)N4CCCCC4)c(=O)c23)C1 (stereo not drawn)	-18	-7	10	-2	-1	10	0	8
O=C(O)c1cccc(NC(=O)c2cc(S(=O)(=O)N3CCOCC3)cs2)c1	14	5	-43	-6	-3	-15	3	-8
CCCCCc1cc(=O)oc2c(C(CCN3CCCC(C)C3)c3ccc4c(c3)OCO4)c(OC)cc(OC)c12 (stereo not drawn)	4	8	6	-17	6	4	66*	-8
Cc1ccccc1NC(=O)c1ccc(Nc2c([N+](=O)[O-])cc([N+](=O)[O-])c3ccccc23)cc1	60*	-1	-14	-3	22	-2	10	-80
Cc1sc2ncn(CC(=O)NCCCC(=O)NCc3ccc(F)cc3)c(=O)c2c1C	14	-8	8	0	2	-3	10	-2
CC1=CC(=O)C=CC1(C)C(Cl)(Cl)Cl (stereo not drawn)	1	2	18	-10	6	2	-7	-2
Nc1ccc2c(c1)ncn2CCCn1cnc2cc(N)ccc21	2	1	8	-1	0	-11	-15	3
O=C(O)CCCCCn1c(SCc2cc(=O)n3ccccc3n2)nc2ccsc2c1=O	7	-6	36*	-5	1	7	-1	5
COC(=O)c1c(N2C(=O)CCC2=O)sc2c1CCCC2	-4	1	12	6	3	6	-5	2
CC1=C(c2ccc(F)cc2)[N+](=O)C(C)(C)N1[O-]	-7	-4	11	-1	-10	-15	12	-2

By substructure: the entries above with a nitro group on carbon.
SMILES	CCR6 antagonist	Gli-Sufu block	697 NFkB inh	SENP8 block	EBI2 block	Jurkat NFkB inh	Apaf1 inhib	UBC13 inh
COc1cc2c(cc1OC)CN(c1ccc(F)cc1[N+](=O)[O-])CC2	4	-1	-71	-2	6	-56	8	-13
CN1CCN(c2ccc([N+](=O)[O-])cc2NC(=O)c2ccccc2Cl)CC1	5	1	-3	-16	0	-8	-14	-13
Cc1ccccc1NC(=O)c1ccc(Nc2c([N+](=O)[O-])cc([N+](=O)[O-])c3ccccc23)cc1	60*	-1	-14	-3	22	-2	10	-80

Next part
SMILES	CCR6 antagonist	Gli-Sufu block	697 NFkB inh	SENP8 block	EBI2 block	Jurkat NFkB inh	Apaf1 inhib	UBC13 inh
CC(C)(C)c1ccc(OCCNC(=S)Nc2ccccc2)cc1	21	-5	-11	1	15	4	4	19
COC(=O)C1=C(C)N(C)C(C)=C(C(=O)OC)C1c1ccsc1	12	9	2	5	-6	-7	6	-4
Cc1cc(=O)oc2cc(OC(C)C(=O)Nc3ccc(C(N)=O)cc3)ccc12 (stereo not drawn)	7	-21	11	-4	-5	9	-4	4
Cc1ccc(OCC(=O)Nc2ccc(Cl)cc2)c(-n2nc3ccccc3n2)c1	-11	3	8	11	22	-5	13	4
CCOC(=O)C1(Cc2ccccc2C)CCCN(C(=O)c2ccoc2)C1 (stereo not drawn)	17	8	-38	0	-3	-40	2	-4
Cc1cccc(C(=O)Nc2ccc(C(=O)/C=C/c3cccs3)cc2)c1	25	-12	6	-2	5	-18	6	1
C/C(CC(=O)Nc1ccccc1)=N\NC(=O)COc1ccc(C)cc1Br	-5	0	10	-9	-7	9	3	1
COc1ccc(NS(=O)(=O)c2ccc(N3CCCCC3)c(NC(=O)C(C)NC(N)=O)c2)cc1 (stereo not drawn)	19	9	-17	19	-4	-5	3	-8
O=C1c2ccccc2C(=O)N1CCC(O)C[N+](=O)[O-] (stereo not drawn)	1	11	14	8	1	7	2	0
COc1ccc(-c2[nH]c3ccccc3c2SCCNC(=O)c2ccccc2)cc1	6	3	-18	9	14	0	9	6
COc1cccc(Cn2nnc(C(=O)Nc3cc(Cl)ccc3OC)c2N)c1	7	10	41*	2	5	15	-4	16
CC(C)(C)C(=O)NC1(C(F)(F)F)NC(=O)N(c2ccc(F)cc2)C1=O (stereo not drawn)	10	1	18	-6	13	-1	-3	7
Cc1cc(C)c(OCC(=O)N(Cc2ccccc2)C2CCS(=O)(=O)C2)c(C)c1 (stereo not drawn)	18	-19	-4	11	6	-1	13	2
CN(C)S(=O)(=O)c1cc(C(=O)Nc2ccccc2C(=O)NC2CC2)ccc1Cl	8	7	-13	-15	1	-21	11	17
CSc1nc2c(c(=O)[nH]1)C(c1ccc(Cl)cc1)CC(=O)N2 (stereo not drawn)	-2	20	10	3	3	-12	4	-1
O=C(N/N=C/c1ccc(C(F)(F)F)cc1)c1ccncc1	6	-7	-18	-16	-4	-12	-8	5

From PubChem BioAssay

Some of the compounds tested. The share of hits here may be higher or lower than overall.
